MKP-3 inhibition = MKP-3 phosphatase inhibitors, primary screen, biochemical, rat enzyme, in vitro (AID 425) | Dual specificity protein phosphatase 6 (Rattus norvegicus) | recombinant MKP-3 phosphatase activity, fluorescence; higher % means a stronger effect | one-dose inhibition, % at 20 µM; IC50 in µM for titrated hits | 110,000 compounds, 0.17% hits; in the data active = inhibition above about 50%;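 also: plate controls were vehicle for no effect and reference inhibitor for full effect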
Hsp70 inhibitors = Hsp70 inhibitors, probe displacement, primary screen, biochemical, fluorescence polarization (AID 583); one-dose displacement, % at 20 µM; IC50 in µM for titrated hits; Hsp70 fluorescence polarization probe displacement, mP; higher % means a stronger effect; 140,000 compounds, 0.06% hits; in the data active = displacement above about 50%;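 also: plate controls were vehicle for no effect and reference ligand for full effect; a part of the inactive calls stands beside numbers as strong as those of hits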
Starred values were filed as active, the others as inactive; / = no result given; & = joins results of further samples.

The opening three records, ahead of the listing:
Every second line gives: MKP-3 inhibition	Hsp70 inhibitors
Fc1cccc(Cl)c1CSc1nnc(COc2cccc3cccnc23)o1
→ 5%	-0.4%
CCOCCCNC(=O)C(NC(=O)CC1NC(=O)NC1=O)c1ccc(Cl)cc1 (stereo not drawn)
→ 8%	-3.5%
CC(=O)OCC(=O)NCc1ccc2c(c1)OCO2
→ -3%	-2.9%

Main list, from the first entry:
Every second line gives: MKP-3 inhibition	Hsp70 inhibitors
Fc1cccc(Cl)c1CSc1nnc(COc2cccc3cccnc23)o1
→ 5%	-0.4%
CCOCCCNC(=O)C(NC(=O)CC1NC(=O)NC1=O)c1ccc(Cl)cc1 (stereo not drawn)
→ 8%	-3.5%
CC(=O)OCC(=O)NCc1ccc2c(c1)OCO2
→ -3%	-2.9%
COC(=O)C1=C(C)NC2=C(C(=O)CCC2)C1c1cccs1 (stereo not drawn)
→ 4%	-4.0%
COc1cccc(N2CCN(C3CC(=O)N(c4ccc(Cl)c(Cl)c4)C3=O)CC2)c1 (stereo not drawn)
→ -4%	-4.4%
CC(=O)c1ccc(N2CCN(C(=O)c3ccc4c(=O)n(-c5ccccc5)c(=O)[nH]c4c3)CC2)cc1
→ -7%	2.8%
CC(=O)Nc1cc(I)cc(C(=O)O)c1
→ 2%	-0.4%
CCCCOC(=O)CCc1nc2ccccc2[nH]c1=O
→ /	-4.2%
COc1ccccc1N1CCN(/N=C\c2c(C)nn(-c3ccccc3)c2C)CC1
→ 2%	-0.2%
CC(C)Cc1cc(C(=O)Nc2ccc(F)cc2F)no1
→ -2%	-2.7%
CCOc1ccc(C2=Nn3cnnc3SC2)cc1
→ -2%	-0.2%
CCC(=O)c1ccc(OCc2ccc(C(=O)OC)o2)c(OC)c1
→ -14%	-1.2%
C=CCc1ccc(OCC(O)COCC)c(OC)c1 (stereo not drawn)
→ 1%	9.6%
CSc1ccccc1C(=O)Nc1ncc(C)s1
→ /	-3.1%
O=C(Nc1cccc(C(F)(F)F)c1)C1CC(=O)N(c2ccccc2)C1 (stereo not drawn)
→ 1%	/
CCN1CCN(CC(=O)NC2CCCC2)C(=O)C1=O
→ -5%	-1.7%
COc1cc(/C=N/n2c(C)nnc2C)cc(OC)c1O
→ 3%	-3.2%
Cc1ccc(C(C)C)c(OCc2nnc(SCC(=O)Nc3nccs3)n2C)c1
→ -14%	-0.2%
Cc1cc(C(=O)N2CCc3ccccc32)c2cc(F)ccc2n1
→ -6%	-2.2%
COc1cc(NC(=O)c2cncc(Br)c2)c(OC)cc1Cl
→ -1%	6.2%
O=C(CSc1nnnn1-c1ccccc1)Nc1ncc2c(n1)CC(c1ccccc1)CC2=O (stereo not drawn)
→ /	1.3%
Cc1occc1-c1nnc(SCC(=O)c2ccccc2)n1CC1CCCO1 (stereo not drawn)
→ -13%	-2.8%
COc1ccc(-c2noc(C3CCCN(S(=O)(=O)c4ccc(C)c(Cl)c4)C3)n2)cc1OC (stereo not drawn)
→ -7%	-5.1%
CCCCNC(=O)C(=O)NCCCOC(C)C
→ 0%	3.7%
O=[N+]([O-])c1ccc(CSc2nnc(-c3cccc(F)c3)n2-c2ccccc2)cc1
→ -1%	-0.4%
CSCC[C@H](NC(=O)c1ccc(Cl)c(S(=O)(=O)N2CCCC2)c1)c1nc2ccccc2[nH]1
→ /	1.9%
Cc1nc(SCC(=O)N2c3ccccc3Sc3ccccc32)n[nH]1
→ 4%	1.0%&3.8%
CCOC(=O)c1ccccc1NC(=O)c1nc2nccc(C)n2n1
→ /	-0.4%
CS(=O)(=O)Nc1ccccc1C(=O)Nc1cc(Cl)cc(Cl)c1
→ /	-2.2%
CCN(CC)c1ccc(NC(=O)C2CC3CCC2C3)cc1 (stereo not drawn)
→ -5%	-5.0%
CC(=O)c1cccc(NC(=O)c2cccc(OCc3ccccc3)c2)c1
→ 4%	1.1%
O=C(O)CCCCCNS(=O)(=O)c1ccc2c(c1)OCCO2
→ 0%	-2.1%
Cc1nn(Cc2ccccc2)c(C)c1NC(=O)c1cc(-c2ccco2)on1
→ 4%	-2.2%
O=C1CC(c2ccco2)Cc2nc(N3CCc4ccccc4C3)ncc21 (stereo not drawn)
→ -7%	-1.6%
COC(=O)c1ccccc1NC(=O)C1CC=CCC1C(=O)O (stereo not drawn)
→ 2%	1.3%
Cc1[nH]n(-c2ccccc2)c(=O)c1/C=N/n1c(C)nc2ccccc2c1=O
→ 0%	0.5%&-6.1%
COc1cccc(/C=N/N2CCN(Cc3cccc4ccccc34)CC2)c1
→ -3%	-4.0%
COc1cc(C)c(C(C)C)cc1S(=O)(=O)n1cnc(C)c1
→ -6%	-4.8%
CCn1c2c(c3cc(C(=O)O)ccc31)CCCC2=O
→ -8%&-1%	1.5%&1.2%
CN(C(=O)c1cccnc1)c1nc(-c2ccccc2)cs1
→ 0%	0.1%
CC(C)CCNC(=O)NC(=O)Cn1cc(C(F)(F)F)ccc1=O
→ /	-0.2%
C=CCNC(=S)NC12CC3CC(CC(C3)C1)C2
→ -6%	0.4%
Cc1ccc(CSc2nnc(Cn3c(=O)sc4ccccc43)n2C)cc1
→ -4%	4.6%
Cn1c(Cn2c(=O)sc3ccccc32)nnc1SCC(=O)N1CCCCCC1
→ -7%	-2.7%
CN(Cc1ccccc1)C(=O)CSc1nc2c(c(C(F)(F)F)n1)CCc1ccccc1-2
→ /	6.2%
Cc1csc(SCc2ccccc2C(=O)O)n1
→ -12%	6.3%
CNC(=O)c1c(-c2ccccc2)oc2ccc(O)cc12
→ 4%	-1.6%
CC(C)NS(=O)(=O)c1ccc(OCC(=O)N(C)Cc2ccccc2)cc1
→ /	-0.4%
CCOc1cc(/C=N/n2cnnc2)cc(I)c1O
→ 0%	0.6%
Cc1nc2ccc(S(=O)(=O)NCC(=O)N3CCN(c4ccccc4)CC3)cc2s1
→ 3%	6.3%

Part of the list above, with each value named:
CNC(=O)c1c(-c2ccccc2)oc2ccc(O)cc12
  MKP-3 inhibition: 4%	Hsp70 inhibitors: -1.6%

CC(C)NS(=O)(=O)c1ccc(OCC(=O)N(C)Cc2ccccc2)cc1
  MKP-3 inhibition: /	Hsp70 inhibitors: -0.4%

Cc1nc2ccc(S(=O)(=O)NCC(=O)N3CCN(c4ccccc4)CC3)cc2s1
  MKP-3 inhibition: 3%	Hsp70 inhibitors: 6.3%

C=CCNC(=S)NC12CC3CC(CC(C3)C1)C2
  MKP-3 inhibition: -6%	Hsp70 inhibitors: 0.4%

Remaining list, next part:
Every second line gives: MKP-3 inhibition	Hsp70 inhibitors
O=C1c2ccc(-c3nc4ccccc4o3)cc2C(=O)N1c1cccc(-c2nc3ccccc3o2)c1
→ 0%	0.6%
O=C(O)c1cccc(S(=O)(=O)N2CCSCC2)c1
→ -10%	-1.4%
O=C(O)CCCC(=O)Nc1ccn(-c2ccccc2)n1
→ 6%	3.3%
COc1ccccc1-n1c(SC)nc(O)cc1=O
→ -5%	-0.9%
CC(C)n1nnnc1SCC(=O)N1CCOCC1
→ -1%	-1.8%
Cc1nn(CC(=O)O)c(C)c1Cl
→ /	7.4%
O=C(CN1CCOCC1)Nc1nc(-c2ccc3c(c2)CCN3S(=O)(=O)c2ccccc2)cs1
→ 3%	1.0%
COc1ccc(C(c2nnnn2Cc2cccs2)N2CCN(c3ccccc3)CC2)cc1OC (stereo not drawn)
→ -7%	3.0%
CCOC(=O)c1c(NC(=O)c2cc(OC)cc(OC)c2)sc(C)c1CC
→ 3%	-0.7%
CCOC(=O)C1=C(C)NC2=C(C(=O)c3ccccc32)C1c1ccc(OCc2ccccc2)cc1 (stereo not drawn)
→ 3%	-3.5%
O=C(CCNS(=O)(=O)c1cccc2nsnc12)N1CC(=O)N(CCc2ccccc2)C(=O)C1
→ 4%	-2.5%
CCN1CCN(C(=O)CN(c2ccc(C)cc2)S(C)(=O)=O)CC1
→ -3%	/
O=C(CSc1ncnc2ccccc12)Nc1ccc(N2CCOCC2)cc1
→ -6%	-2.9%
O=C(Nc1ccccc1C(=O)NCc1ccco1)c1ccco1
→ -12%&1%	5.8%&0.0%
CSc1ccccc1NC(=O)CSc1nnnn1-c1ccccc1SC
→ 4%	-1.4%
CCOC(=O)N1CCN(C(=O)Nc2ccc3nc4c5ccccc5c5ccccc5c4nc3c2)CC1
→ 11%	-3.1%
O=C(Nc1cccc2ccccc12)/C(=C\c1cccc([N+](=O)[O-])c1)NC(=O)c1cccs1
→ 6%	-2.3%
Cc1ccc2nc3c(cc2c1)c(NC(=O)c1cccnc1)nn3C
→ -2%	-1.5%
COc1cc(/C=N/Nc2ncc(C)c(=O)[nH]2)cc(OC)c1O
→ 0%	-3.1%
COc1ccc(-c2nnc(-c3cccc(C)c3)o2)cc1
→ 3%	/
O=C(NCC1CCCO1)c1ccc(Cl)c(Cl)c1 (stereo not drawn)
→ 2%	-1.3%
CCOc1cccc(=O)c2c(C)[nH]c(C)c12
→ 9%	6.2%
O=C(COc1ccc(Cl)cc1)NNC(=O)Cc1cccc2ccccc12
→ 1%	3.8%
CCNC(=O)c1c(NC(C)=O)sc2c1CCCC2
→ /	0.2%
CN(C)CCNC(=O)c1ccc(I)cc1
→ 1%	-4.2%
Cc1sc2ncnc(OCC(=O)N3CCN(S(=O)(=O)c4ccc(Cl)cc4)CC3)c2c1C
→ -3%	-3.4%
Cc1nc(=O)cc(-c2ccccc2)n1-c1ccccc1
→ 2%	-6.8%
O=C1/C(=C\c2ccccc2)SC(=S)N1c1cccc(C(F)(F)F)c1
→ 0%	2.6%
Cc1ccc(S(=O)(=O)N2CCOCC2)cc1C
→ 0%	-5.3%
CC1CC2(C)CC(C)C1(COC(=O)Nc1ccccc1)CO2 (stereo not drawn)
→ 0%	3.3%
CC(Sc1nnnn1C)C(=O)Nc1ccc(Oc2ccccc2)cc1 (stereo not drawn)
→ -7%	4.2%
Cc1cc(C)c(S(=O)(=O)Nc2ccc(C(C)C)cc2)c(C)c1
→ -3%	0.1%
CC1CCCCC1NC(=O)CN1C(=O)CSc2cc(S(=O)(=O)N3CCCCCC3)ccc21 (stereo not drawn)
→ /	-2.8%
CCn1c2c(c3cc(OCC(C)C)ccc31)CCCC2=O
→ 0%	3.2%&0.1%
CCOC(=O)CCc1c(C)nc2cc(-c3ccc(Br)cc3)[nH]n2c1=O
→ -5%	6.1%
CCOC(=O)C1CCN(S(=O)(=O)c2ccc(NC(C)=O)cc2)CC1
→ 1%	-1.5%
Cc1cc(C)n(-c2ccc(C(=O)Oc3ccc4c(c3)OCO4)cc2)n1
→ -10%	2.1%
C=CCNC(=O)C12CC3(C)CC(C)(CC(C)(C3)C1)C2
→ /	1.5%
Cc1nn(-c2ccccc2)c(Oc2ccc(F)cc2)c1/C=N/n1cnnc1
→ -7%	2.8%
c1nc(N2CCOCC2)c2sc3nc(N4CCOCC4)c4c(c3c2n1)CCCC4
→ /	5.2%
O=c1[nH][nH]c(C(F)(F)F)c1C=NCc1ccc(Cl)cc1
→ /	0.8%
Cc1onc(-c2ccccc2Cl)c1C(=O)N1CCN(c2nc3ccccc3s2)CC1
→ -11%	-1.9%
COc1ccc(CC(=O)Nc2c3c(nn2-c2cccc(C)c2C)CS(=O)C3)cc1 (stereo not drawn)
→ 0%	1.0%
O=C1OCC(Cn2c3ccccc3c3ccccc32)O1 (stereo not drawn)
→ 1%&4%	-5.0%&7.5%
COc1cc2c(=O)n(CCCN3CCOCC3)c(=S)[nH]c2c(OC)c1OC
→ 6%	-6.5%
COCCOc1nc2ccccc2nc1C
→ 2%	1.4%
COc1ccc(C(=O)Cn2c(Br)nc3c2c(=O)n(C)c(=O)n3C)cc1
→ 2%	-1.5%
c1ccn2c(SCc3ccc4c(c3)OCO4)nnc2c1
→ -5%	1.7%
Cc1ccc(/C=N/n2nnnc2N)cc1
→ -2%	4.6%
CCNC(=O)c1nc[nH]c1C(=O)NCC
→ -9%	-1.1%

Other records.
Every second line gives: MKP-3 inhibition	Hsp70 inhibitors
C(=N\Nc1nnc2c(n1)[nH]c1ccccc12)/c1c[nH]c2ccccc12
→ 0%	-0.6%
Cc1cc(C)c(S(=O)(=O)NCCN2CCOCC2)c(C)c1
→ 0%	4.2%
CC1=C(C(=O)OCc2ccccc2)C(c2ccc(F)c(F)c2)C2=C(CC(C)(C)CC2=O)N1 (stereo not drawn)
→ 5%	7.3%
Cc1ccc(C(O)(CN(Cc2ccccc2)C(=O)c2ccccc2)c2ccccc2)cc1 (stereo not drawn)
→ 5%	-2.5%
CC(=O)c1ccc(NC(=S)NC(NC(=O)c2ccc(C)cc2)C(Cl)(Cl)Cl)cc1 (stereo not drawn)
→ 2%	4.0%
O=C1C(=Cc2cc([N+](=O)[O-])ccc2O)C(=O)c2ccccc21
→ 6%	3.2%
Cc1ccc(-n2c(C)cc(C(=O)CSc3n[nH]c(N)n3)c2C)cc1
→ /	-3.6%
Cc1ccc(SCCC(=O)N2CCC(C(N)=O)CC2)cc1
→ -1%	2.9%
Cc1csc(NC(=O)c2cccc(S(=O)(=O)N3CCCCC3)c2)n1
→ -3%	4.4%
C=CCNC(=O)c1cc(Cl)ccc1Cl
→ /	3.1%
C=CCN1C(=O)/C(=C\c2cn(C)c3ccccc23)SC1=S
→ 0%	-1.0%
N#CC(c1ccccc1)c1ccc(C(=O)c2ccc(F)cc2)cc1 (stereo not drawn)
→ /	0.4%
Cc1cc2ccccc2n1CCNC(=O)c1ccc(S(=O)(=O)N2CCOCC2)cc1
→ -1%	11%
CCCCn1c(NC(=O)c2ccccc2Cl)c(C#N)c2nc3ccccc3nc21
→ 8%	-0.5%
Cc1ccc(N2C(=O)CSC2c2cccs2)cc1 (stereo not drawn)
→ 4%	4.8%

Compound activity: PubChem, Sanford-Burnham Center for Chemical Genomics

This is a subset (hit frequency here may not be typical).
